High-throughput results (PubChem BioAssay)
Growth percent in the NCI-60 one-dose screen (48 h, 10 µM unless noted): 100 = growth as untreated, 0 = no growth, -100 = all killed.
SK-MEL-28 = SK-MEL-28 melanoma. AID 1794761. 81,000 compounds, 4.1% hits
UACC-62 = UACC-62 melanoma. 81,000 compounds, 5.4% hits
UACC-257 = UACC-257 melanoma; 78,000 compounds, 4.4% hits; AID 1794764
SK-MEL-2 = SK-MEL-2 melanoma; 77,000 compounds, 4.7% hits; AID 1794763
MDA-MB-435 = MDA-MB-435 melanoma | AID 1794794 | 82,000 compounds, 7.8% hits
SK-MEL-5 = SK-MEL-5 melanoma; 80,000 compounds, 6.4% hits
LOX IMVI = LOX IMVI melanoma; 79,000 compounds, 7.4% hits; AID 1794757
MALME-3M = MALME-3M melanoma. 78,000 compounds, 5.8% hits
Active calls of the source: *; . = no result given. The calls were made as follows: active = growth percent below 10; inactive = the rest.

Assay codes – A = SK-MEL-28; B = UACC-62; C = UACC-257; D = SK-MEL-2; E = MDA-MB-435; F = SK-MEL-5; G = LOX IMVI; H = MALME-3M
1. CCOC(=O)c1cc2c3c(ccc(NS(=O)(=O)c4ccccc4OC)c3n1)N(C)C2=O
  A = 84	B = 40	C = 75	D = 85	E = 63	F = 56	G = 65	H = 82

2. OCCc1cccc(C(F)(F)F)c1
  A = 114	B = 120	C = 98	D = 98	E = 111	F = 110	G = 104	H = 95

3. COc1ccc(-c2cn(-c3cccc(C(=O)/C=C/c4cc(OC)c(OC)c(OC)c4)c3)c(=O)[nH]2)cc1
  A = -34*	B = -43*	C = 23	D = -22*	E = -9.2*	F = -54*	G = -68*	H = 66

4. CO/N=C(/CN1CCN(c2cc3c(cc2F)c(=O)c(C(=O)O)cn3C2CC2)CC1)c1ccc(C)cc1
  A = 104	B = 83	C = 109	D = 104	E = 95	F = 95	G = 87	H = 104

5. COc1ccc2oc(=O)cc(-c3c(C#N)c(N)n4nc(N)c(C#N)c4c3C#N)c2c1
  A = 107	B = 107	C = 107	D = 92	E = 113	F = 99	G = 95	H = 77

6. O=C(Nc1ccc(Cl)cc1)Oc1ccc(Cl)cc1C(=O)c1ccccc1
  A = 106	B = 95	C = 107	D = .	E = 108	F = 95	G = .	H = 97

7. O=C(NC1CCCCC1)c1ccc([N+](=O)[O-])cc1
  A = 111	B = 96	C = 92	D = 103	E = 98	F = 104	G = 95	H = 93

8. Cc1[nH]n(C(N)=S)c(=O)c1N=Nc1ccc(O)c(C(=O)O)c1
  A = 100	B = 97	C = 117	D = .	E = 129	F = 104	G = 100	H = 113

9. CN(C)c1ccc(-c2ccc3[nH]c(=O)nc(-c4ccc(F)cc4)c3c2)cn1
  A = 69	B = 28	C = 54	D = 31	E = 2.6*	F = 20	G = 41	H = 64

10. CCOc1cccc(N(CC)CC)c1
  A = 111	B = 97	C = 116	D = .	E = 108	F = 103	G = 103	H = 108

11. C[C@H]1CC[C@H]2C3=C1C(=O)O[C@@]31O[C@]3(C)C[C@@H](C[C@@H]2C)[C@]1(C)C3
  A = 109	B = .	C = 91	D = 105	E = 108	F = 104	G = 97	H = 96

12. Cc1c(C(=O)OCCN2CCN(C)CC2)cc(-c2ccc(Cl)cc2)n1-c1ccccc1
  A = 96	B = 101	C = 79	D = 100	E = 59	F = 86	G = 65	H = 98

13. CCC(C)(C)c1ccc(N(CCCc2ccccc2)CCCc2ccccc2)cc1
  A = 116	B = 105	C = 82	D = .	E = 104	F = 102	G = 94	H = 92

14. O=C(Oc1ccc(-c2ccccc2)cc1)c1ccccc1C(=O)c1ccccc1
  A = 124	B = 101	C = 110	D = 107	E = 85	F = 111	G = 93	H = .

15. Cc1nc(-c2ccccc2O)ccc1C(=O)N=Nc1c(O)[nH]c2ccc(Br)cc12
  A = 101	B = 92	C = 104	D = 104	E = 102	F = 97	G = 107	H = 85

An excerpt from above in order of formula weight, low to high:
Assay codes – A = SK-MEL-28; B = UACC-62; C = UACC-257; D = SK-MEL-2; E = MDA-MB-435; F = SK-MEL-5; G = LOX IMVI; H = MALME-3M
2. OCCc1cccc(C(F)(F)F)c1
  A = 114	B = 120	C = 98	D = 98	E = 111	F = 110	G = 104	H = 95

10. CCOc1cccc(N(CC)CC)c1
  A = 111	B = 97	C = 116	D = .	E = 108	F = 103	G = 103	H = 108

7. O=C(NC1CCCCC1)c1ccc([N+](=O)[O-])cc1
  A = 111	B = 96	C = 92	D = 103	E = 98	F = 104	G = 95	H = 93

11. C[C@H]1CC[C@H]2C3=C1C(=O)O[C@@]31O[C@]3(C)C[C@@H](C[C@@H]2C)[C@]1(C)C3
  A = 109	B = .	C = 91	D = 105	E = 108	F = 104	G = 97	H = 96

9. CN(C)c1ccc(-c2ccc3[nH]c(=O)nc(-c4ccc(F)cc4)c3c2)cn1
  A = 69	B = 28	C = 54	D = 31	E = 2.6*	F = 20	G = 41	H = 64

5. COc1ccc2oc(=O)cc(-c3c(C#N)c(N)n4nc(N)c(C#N)c4c3C#N)c2c1
  A = 107	B = 107	C = 107	D = 92	E = 113	F = 99	G = 95	H = 77

12. Cc1c(C(=O)OCCN2CCN(C)CC2)cc(-c2ccc(Cl)cc2)n1-c1ccccc1
  A = 96	B = 101	C = 79	D = 100	E = 59	F = 86	G = 65	H = 98

1. CCOC(=O)c1cc2c3c(ccc(NS(=O)(=O)c4ccccc4OC)c3n1)N(C)C2=O
  A = 84	B = 40	C = 75	D = 85	E = 63	F = 56	G = 65	H = 82

15. Cc1nc(-c2ccccc2O)ccc1C(=O)N=Nc1c(O)[nH]c2ccc(Br)cc12
  A = 101	B = 92	C = 104	D = 104	E = 102	F = 97	G = 107	H = 85

3. COc1ccc(-c2cn(-c3cccc(C(=O)/C=C/c4cc(OC)c(OC)c(OC)c4)c3)c(=O)[nH]2)cc1
  A = -34*	B = -43*	C = 23	D = -22*	E = -9.2*	F = -54*	G = -68*	H = 66

Other structures:
Assay codes – A = SK-MEL-28; B = UACC-62; C = UACC-257; D = SK-MEL-2; E = MDA-MB-435; F = SK-MEL-5; G = LOX IMVI; H = MALME-3M
16. CSc1ccc(NC(=O)c2ccc3nnn(/C(C#N)=C/c4ccccn4)c3c2)cc1
  A = -73*	B = -66*	C = -77*	D = -96*	E = -78*	F = -100*	G = .	H = -95*

17. Nc1nc(N)c2c(n1)NC1(C=C(O)c3ccccc31)C1=C(N2)c2ccccc2C1=O (configuration not stated)
  A = 108	B = 110	C = 120	D = 112	E = 125	F = 108	G = 94	H = 108

18. O=S(=O)(O)C(O)CC=C(C(O)S(=O)(=O)O)C(O)S(=O)(=O)O (configuration not stated)
  A = 114	B = 98	C = 88	D = .	E = 112	F = 97	G = 95	H = 96

19. CSc1nc2nc(C)[nH]c(=O)c2[nH]1
  A = 111	B = 98	C = 90	D = 105	E = 109	F = 100	G = 100	H = 109

20. CSc1nc2nc3c(nc2c(=O)n1C)C(=O)c1ccccc1-3
  A = 117	B = 98	C = .	D = 110	E = 104	F = 95	G = 91	H = 111

21. Fc1ccc(C2CC(c3ccccc3Cl)=NN2c2ccc(-c3ccccc3)nn2)cc1 (configuration not stated)
  A = 96	B = 72	C = 100	D = 94	E = 96	F = 78	G = .	H = 87

22. O=C(NNc1nccc(Nc2ccc(S(=O)(=O)Nc3ccncc3)cc2)n1)c1cccs1
  A = 102	B = 97	C = 98	D = 119	E = 100	F = 102	G = 98	H = 95

23. CCCC(=O)Oc1ccc(CC)cc1
  A = 117	B = 105	C = 94	D = 107	E = 107	F = 106	G = 98	H = 104

24. CC1(C)OC2[C@@H](CNC(=O)NC(=O)NC(=O)CI)O[C@@H](n3cnc4c(NC(=O)Nc5ccccc5)ncnc43)[C@H]2O1 (some centres not stated)
  A = 98	B = 94	C = 95	D = 95	E = 84	F = 103	G = -79*	H = -61*

25. O=C(O)c1cn(C2CC2)c2cc(N3CCN(C(=O)C[n+]4cccc5ccccc54)CC3)c(F)cc2c1=O
  A = 57	B = 43	C = 82	D = 72	E = 59	F = 95	G = 21	H = -42*

26. CS(=O)(=O)c1ccc(-c2nn(-c3ccc(F)cc3)cc2/C=N/NC(=O)c2ccncc2)cc1
  A = 103	B = 88	C = 96	D = 105	E = 99	F = 99	G = 100	H = 118

27. O=C1NC(=Nc2ccc(Cl)cc2)S/C1=C\c1cccs1
  A = 100	B = 85	C = 107	D = 113	E = 48	F = 98	G = .	H = 100

28. COC(=O)c1c(O)cc(O)c(CC=C(C)C)c1O
  A = 107	B = 81	C = 107	D = 99	E = 98	F = 84	G = 98	H = 110

29. C=CCN1C(=O)c2cccc3c(Nc4ccc(Br)cn4)ccc(c23)C1=O
  A = 115	B = 84	C = 102	D = 108	E = 103	F = 87	G = 86	H = 109

30. O=C(CC(=O)Nc1ccc(C(=O)O)cc1)Nc1ccc(C(=O)O)cc1
  A = 103	B = 98	C = 87	D = 101	E = 90	F = 102	G = 106	H = 94

31. CCOC(=O)C1=C(C)NC(=O)NC1c1ccc(OCc2cn(-c3ccc(S(N)(=O)=O)cc3)nn2)cc1 (configuration not stated)
  A = 105	B = 92	C = 102	D = 96	E = 109	F = 103	G = 95	H = 96

32. COC(=O)c1ccc2oc(NC(=O)c3ccc(NC4CCCCC4)c([N+](=O)[O-])c3)nc2c1
  A = 105	B = 89	C = 98	D = 107	E = 99	F = 97	G = 98	H = 93

33. CCCCCCCC1=NN(c2ccc(S(=O)(=O)O)cc2)C(=O)C1N=O (configuration not stated)
  A = 104	B = 100	C = 95	D = .	E = 99	F = 98	G = 78	H = 88

34. Cc1nc2c3c(-c4ccccc4)c(-c4ccccc4)oc3ncn2n1
  A = 118	B = 92	C = 106	D = 101	E = 100	F = 96	G = 91	H = 109

35. CCNC(=O)N1CCc2cc(OC)c(OCCc3ccc(OC)nc3)cc2C1c1ccc(OC)cc1C (configuration not stated)
  A = 44	B = 23	C = 47	D = 30	E = 15	F = 24	G = 7.1*	H = 50

36. Cc1[nH]cc[n+]1CC1CCC2C(C1=O)c1ccccc1N2C (configuration not stated)
  A = 114	B = 93	C = 103	D = 167	E = 92	F = 101	G = 87	H = 97

37. O=C(N[C@H]1C(O)[C@H](O)C(CO)O[C@H]1O)NS(=O)(=O)c1ccc(Cl)cc1Cl (some centres not stated)
  A = 101	B = 102	C = 120	D = 103	E = 103	F = 103	G = 99	H = 105

38. Cc1nn2c(/C=C3/C(=O)Nc4cc(Cl)ccc43)c(-c3ccccc3)nc2s1
  A = -49*	B = -25*	C = -29*	D = 0.6*	E = -15*	F = -25*	G = -33*	H = -65*

39. O=C(Oc1ccc(Cl)cc1[N+](=O)[O-])Oc1ccc(Cl)cc1[N+](=O)[O-]
  A = 106	B = 113	C = 107	D = 103	E = 120	F = 120	G = 111	H = 135

40. O=C1O/C(=C\c2ccccc2)c2c(Br)c(Br)c(Br)c(Br)c21
  A = 110	B = 100	C = 95	D = 97	E = 115	F = 99	G = 101	H = 110

41. O=C1CC2CC1C(C(=O)O)C2C(=O)O (configuration not stated)
  A = 97	B = 98	C = 110	D = 118	E = 99	F = 96	G = 103	H = 119

42. COC(=O)[C@]1(CCSC)N[C@H](c2cn(-c3ccccc3)nc2-c2ccccc2)[C@@H]2C(=O)N(c3ccc(C)cc3)C(=O)[C@@H]21
  A = 106	B = 97	C = 100	D = 86	E = 99	F = 105	G = 94	H = 96

43. COc1ccc(-c2nn(-c3ccccc3)cc2C2CC(c3cc4ccccc4oc3=O)=NN2c2ccc(S(N)(=O)=O)cc2)cc1 (configuration not stated)
  A = 108	B = 75	C = 99	D = 109	E = 92	F = 92	G = 105	H = 97

44. O=C(COc1cccc(/C=C2\Oc3ccc4ccccc4c3C2=O)c1)c1ccc([N+](=O)[O-])cc1
  A = 124	B = 81	C = 102	D = 44	E = 91	F = 87	G = -30*	H = 67

45. COC(=O)[C@]1(C)CCC[C@]2(C)[C@H]3C[C@H]4C(C(C)C)=C[C@]3(CC[C@H]21)[C@@H]1C(=O)C(CCC#N)(CCC#N)C[C@H](OCCC#N)[C@@H]14
  A = 94	B = 70	C = 97	D = 88	E = 83	F = 74	G = 91	H = 103

46. CC(C)(C)c1ccc(O)c(CO)c1
  A = 98	B = 104	C = 97	D = 97	E = 104	F = 104	G = 98	H = 99

47. Cc1cc(C)n(C(=O)COc2ccc3c(C)c(Cc4ccccc4)c(=O)oc3c2C)n1
  A = 113	B = 96	C = 98	D = 114	E = 103	F = 100	G = 97	H = 118

48. O=C1CCSc2ccc(Cl)cc21
  A = 117	B = 106	C = 105	D = 123	E = 106	F = 104	G = 101	H = 116

49. O=C(CNCc1cc(=O)oc2ccc3ccccc3c12)N1CCOCC1
  A = 105	B = 90	C = 88	D = 105	E = 109	F = 102	G = 102	H = 105

50. COc1ccc(-c2nc(SCc3nnc(-c4ccc(Cl)cc4)o3)[nH]c(=O)c2C#N)cc1
  A = 103	B = 100	C = 98	D = .	E = 108	F = 101	G = 103	H = 97

51. O=C(O)c1cc(-c2ccccc2)ccc1O
  A = 114	B = 100	C = 96	D = 100	E = 111	F = 88	G = 94	H = 102

52. Cc1ccc(S(=O)(=O)OCCO)cc1
  A = 120	B = 106	C = 102	D = 106	E = 108	F = 108	G = 98	H = 108

53. COc1ccc(CC(=O)N2CCN(C(=O)Nc3ccc(S(N)(=O)=O)cc3)CC2)cc1
  A = 110	B = 96	C = 104	D = 110	E = 101	F = 97	G = 102	H = 96

54. O=S(=O)(C/C(=N/O)c1ccc(Cl)cc1)c1ccccc1
  A = 96	B = 97	C = 104	D = 115	E = 97	F = 95	G = 106	H = 104

55. Nc1cc(N)nc(SCC(=O)N2CCN(c3cc4c(cc3F)c(=O)c(C(=O)O)cn4C3CC3)CC2)n1
  A = 102	B = 94	C = 87	D = .	E = 102	F = 94	G = 94	H = 91

56. O=c1c2ccccc2ncn1-c1ccc(Cl)cc1Cl
  A = 121	B = 84	C = 97	D = 113	E = 111	F = 106	G = 91	H = 102

57. O=C(C(Br)C(Br)c1ccccc1)C(Br)C(Br)c1ccccc1 (configuration not stated)
  A = -36*	B = -83*	C = -67*	D = -29*	E = -37*	F = 2.0*	G = -79*	H = -69*
